# mHTT-CaM PPI inh – mutant huntingtin-calmodulin interaction inhibitors – biochemical, AlphaScreen, primary screen; P42858; AlphaScreen His-mHTT/GST-CaM binding, luminescence; inhibition, % at 15 µM; 190,000 compounds, 3.6% hits; AID 1671202, 2021;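 also: 0% = both proteins with DMSO and 100% = one protein alone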
# Pf apPOL block – Pf-apPOL inhibitors, biochemical, fluorescence; Recombinant Pf-apPOL, molecular beacon fluorescence, 1.5 h; inhibition, % at 10 µM; 210,000 compounds, 0.25% hits; AID 1794808, 2022
# * hit, by the source's call; . = not tested or not shown. Rule as the data show it: active = inhibition above about 50%; inactive = the rest.
SMILES,mHTT-CaM PPI inh,Pf apPOL block
CC1CCN(C(=O)C2COC3(CCC(C)CC3)N2C(=O)c2ccccc2F)CC1 (stereo not drawn),-3,6
Cn1nc(-c2ccccc2)cc1C(=O)Nc1nc2c(s1)CN(S(=O)(=O)C1CC1)CC2,-9,-6
COC(=O)C(C)Oc1cc(C)cc2oc(=O)cc(-c3ccccc3)c12 (stereo not drawn),-7,-4
COc1ccccc1NC(=O)c1cccs1,-1,-12
Cc1ccc(C(=O)Oc2ccc3c(c2)OC(=Cc2ccncc2)C3=O)cc1,8,-8
COc1ccc(C(=O)CSc2nnc(NC(=O)NC(C)(C)C)s2)cc1,4,0
COc1ccc(/C=C2/N=C(c3cccc(I)c3)OC2=O)cc1[N+](=O)[O-],17,-2
O=C(CC1CCN(S(=O)(=O)c2ccc(Cl)s2)CC1)N1CCCC1,-2,-1
NN(CCc1ccccn1)C1=NS(=O)(=O)c2ccccc21,-6,.
O=C1C2N=NN(c3ccc(F)cc3)C2C(=O)N1c1ccccc1 (stereo not drawn),-11,-1
CCOc1ccccc1CNC(=O)CN1CCc2ccccc2C1C(=O)N1CCCCC1 (stereo not drawn),25,-2
CCCCN1CCc2nc(Nc3ccc(OC)cc3)ncc2C1,52*,-4
N=C1C(c2nc3ccccc3s2)=C(O)CN1CCc1ccccc1,-1,-1
O=C(c1ccc(OCC2CCN(C(=O)c3cc(F)ccc3F)CC2)cc1)N1CCOCC1,1,-2
COc1cc(NC(=O)c2cccc([N+](=O)[O-])c2C)cc(OC)c1,-1,1
CCOc1ccc(CN2CCc3nc(N4CCCC4)ncc3C2)cc1OC,37,3
CCOc1ncnc2sc3c(c12)CCCC3,.,2
CCC(C(=O)N1CCC2(CC1)NC(=O)N(Cc1ccc(C)cc1)C2=O)c1ccccc1 (stereo not drawn),17,0
O=C(C1CCN(c2nc3ccccc3o2)CC1)N1CCCCC1,-4,-12
CCOC(=O)CC(=O)c1ccc([N+](=O)[O-])cc1,.,-2
O=C(CSc1nc(O)cc(=O)[nH]1)N1c2ccccc2CCc2ccccc21,41,-10
COC(C(=O)NCc1ccc(C(C)(C)C)cc1)c1ccccc1 (stereo not drawn),-9,5
O=C(NC1CCCC1)C1CCCN(c2nc3ccsc3c(=O)n2Cc2ccccc2)C1 (stereo not drawn),5,-3
Cc1ccc(NC(=O)N2CCC(N3CCN(Cc4ccc(F)cc4)C3=O)CC2)cc1F,7,-1
COc1cccc(C2=NN(C(=O)c3ccc(Cl)cc3)C(O)(C(F)(F)F)C2)c1 (stereo not drawn),30,0

# Another view of four compounds above.
SMILES	mHTT-CaM PPI inh	Pf apPOL block
CCCCN1CCc2nc(Nc3ccc(OC)cc3)ncc2C1	52*	-4
N=C1C(c2nc3ccccc3s2)=C(O)CN1CCc1ccccc1	-1	-1
O=C(c1ccc(OCC2CCN(C(=O)c3cc(F)ccc3F)CC2)cc1)N1CCOCC1	1	-2
COc1cc(NC(=O)c2cccc([N+](=O)[O-])c2C)cc(OC)c1	-1	1

# (list continues)
SMILES,mHTT-CaM PPI inh,Pf apPOL block
O=C(c1ccc(OCC2CCCN2C(=O)c2ccc(F)cc2)cc1)N1CCCC1 (stereo not drawn),2,46
CCOC(=O)N1CCC(N2CC34C=CC(O3)C(C(=O)Nc3ccc(C)cc3)C4C2=O)CC1 (stereo not drawn),-5,-2
Cc1ccc(NC(=O)c2ccc(F)c(S(=O)(=O)NCc3ccc(F)cc3)c2)cc1F,1,4
Cn1cc(-c2cc(C(=O)O)on2)cn1,-7,.
O=c1c2nc(-c3ccc4c(c3)OCO4)cn2ccn1-c1cccc(F)c1,-5,1
COc1ccc(C(=O)N2CCC3(CC2)NC(=O)N(Cc2ccc(F)cc2)C3=O)cc1OC,14,-7
CCCn1ccc2sc(C)c(C(=O)N(C)C)c2c1=O,4,5
O=C1CCCC2=C1C(c1cccc(O)c1)n1nc(SCc3ccccc3Cl)nc1N2 (stereo not drawn),8,-3
COc1ccc2oc(=O)c(C(=O)Nc3ccccc3F)cc2c1,-3,5
CC(=O)Nc1ccc(N2CCN(Cc3ccc(F)cc3)C2=O)nc1,1,-2
O=C(Nc1ccc2oc(-c3ccc(Cl)cc3)nc2c1)c1ccc2c(c1)OCCO2,-6,-8
O=S1(=O)c2cccc(Cl)c2OC[C@H](c2ccccc2)N1Cc1ccc(F)cc1F,-18,-1
O=C(C1CC1)N1c2ccccc2Sc2ccc(C(F)(F)F)cc21,-39,2
CN(CCc1ccncc1)C(=O)CCC1CCCN(c2cc(NC3CC3)ncn2)C1 (stereo not drawn),2,-7
N=c1c(C(=O)NCc2ccco2)cc2c(=O)n3ccccc3nc2n1Cc1ccco1,34,-2
COc1ccc(Br)cc1C(=O)Nc1cc(-c2nc3ncccc3o2)ccc1Cl,-2,12
O=C(CSc1ncccn1)N1CCN(C(=O)CSc2ncccn2)CC1,-1,1
COc1ccc2cc3cc(C(=O)N4CCN(Cc5ccccc5)CC4)oc3nc2c1,1,-3
COc1cc(CN(C)C(c2ccccc2)c2nnnn2-c2ccccc2C)cc(OC)c1OC (stereo not drawn),18,-5
O=C(NNC(=O)c1cccc(C(F)(F)F)c1)c1ccncc1,.,0
CC1CCCN(C(=O)C2c3ccccc3C(=O)N(C)C2c2cccs2)C1 (stereo not drawn),-2,-9
CCc1cc(=O)oc2c(C)c(OCC(=O)OC(C)(C)C)ccc12,-15,-13
CC(=O)N1CCC2(CC1)SCC(=O)N2c1ccc(F)cc1,0,2
CC(C)(C)CC(C)(C)N=C1Nc2cc(Cl)c(Cl)cc2N[C@]12C[C@H]1CCCC(=O)N3CC[C@@H](C2)[C@@H]13,37,-3
Cc1ccc(S(=O)(=O)N=C2NC(=O)/C(=C/c3ccncc3)S2)cc1,-3,0

# Some of the entries above in another layout.
mol	mHTT-CaM PPI inh	Pf apPOL block
CN(CCc1ccncc1)C(=O)CCC1CCCN(c2cc(NC3CC3)ncn2)C1 (stereo not drawn)	2	-7
N=c1c(C(=O)NCc2ccco2)cc2c(=O)n3ccccc3nc2n1Cc1ccco1	34	-2
COc1ccc(Br)cc1C(=O)Nc1cc(-c2nc3ncccc3o2)ccc1Cl	-2	12
O=C(CSc1ncccn1)N1CCN(C(=O)CSc2ncccn2)CC1	-1	1

# The list goes on:
SMILES,mHTT-CaM PPI inh,Pf apPOL block
N=C1S/C(=C\c2ccc(F)cc2)C(=O)N1c1ccc2c(c1)OCO2,-3,-5
O=C(CCNS(=O)(=O)c1ccc(Br)s1)NCCc1ccc(Cl)cc1,-8,-28
Cc1cccc(CNC(=O)c2c(C)sc3ncnc(N4CCCC4)c23)c1,24,4
CCCC12CN3CC(C)(CN(C1)C3c1ccco1)C2=O (stereo not drawn),-1,-2
COc1ccc(-c2noc(C3CCN(CC(=O)Nc4ccc(C#N)cc4)CC3)n2)cc1,-7,-3
CCN(Cc1ccccc1)C(=O)c1oc2ccc(S(=O)(=O)N(CC)CC)cc2c1C,7,-9
Cc1ccc(Cl)cc1S(=O)(=O)N1CCN(S(=O)(=O)c2cc(Cl)ccc2C)C(C)C1 (stereo not drawn),2,6
CCOc1nccnc1N1CCC(NS(=O)(=O)c2cccnc2)C1 (stereo not drawn),3,-1
COc1ccccc1CN1C(=O)CN(C2CCCCC2)C(=O)C1c1ccc(Cl)cc1 (stereo not drawn),41,-11
Cc1cc2c(cc1C)NC(c1cc(F)ccc1F)C1=C(CC(C)(C)CC1=O)N2 (stereo not drawn),20,-62
O=C(Nc1ccc(S(=O)(=O)N2CCOCC2)cc1)c1ccoc1,-6,-7
Fc1c(F)c(F)c(CSc2nc3ccccc3[nH]2)c(F)c1F,-7,-5
CN(CC(=O)Nc1ccc(S(N)(=O)=O)cc1)c1nc2ccccc2s1,3,-13
Cc1ccccc1S(=O)(=O)N1CCN(c2nc3ccncc3n(CC(C)C)c2=O)CC1,13,-4
COc1ccc(C)cc1NC(=O)CN1CCCN(Cc2cc(C)ccc2C)S1(=O)=O,17,-8
COc1ccc(-c2[nH]ncc2CN2CCN(C)CC2)cc1,.,-1
O=C(Nc1c2c(nn1-c1ccc(F)cc1)CSC2)c1c(F)cccc1F,45,0
CCOc1ccc(OCC)c(NC(=O)c2cc3c(CO)cnc(C)c3oc2=O)c1,11,-7
COc1ccc(NC(=O)c2ccc(CN3CCc4ccccc4C3)cc2)cc1,0,2
COc1cc(C=C2C(=O)c3ccccc3C2=O)ccc1OCc1ccccc1,4,-9
CC(CNC(=O)c1cccc(F)c1)NC(=O)c1cccc(F)c1 (stereo not drawn),-9,3
COc1ccccc1C(=O)NC1CC(O)C(CO)C1 (stereo not drawn),-4,-1
Cc1ccccc1-c1nc(Cn2ccnc2)no1,-11,2
Cc1cc(-c2ccco2)n(-c2ccccc2)n1,8,-8
Cc1cc(NC(=O)C2(C)Oc3cccnc3NC2=O)ccc1F (stereo not drawn),-4,-7

# Single records, as listed above. Screens in order: mHTT-CaM PPI inh, Pf apPOL block
# CCOc1ccc(OCC)c(NC(=O)c2cc3c(CO)cnc(C)c3oc2=O)c1 in the list: 11, -7
# CC(CNC(=O)c1cccc(F)c1)NC(=O)c1cccc(F)c1 (stereo not drawn) in the list: -9, 3
# Fc1c(F)c(F)c(CSc2nc3ccccc3[nH]2)c(F)c1F in the list: -7, -5
# CCN(Cc1ccccc1)C(=O)c1oc2ccc(S(=O)(=O)N(CC)CC)cc2c1C in the list: 7, -9
# COc1ccc(-c2[nH]ncc2CN2CCN(C)CC2)cc1 in the list: ., -1

# Further entries follow.
SMILES,mHTT-CaM PPI inh,Pf apPOL block
N#Cc1ccc(C(=O)N2CCN(c3nc(CN4CCCCC4)cs3)CC2)cc1,1,-10
O=c1[nH]c(NCCO)c(I)c(=O)[nH]1,-4,-4
Cc1cccc(NC(=O)c2cc3ccc(O)cc3oc2=Nc2ccc(C(=O)O)cc2)c1,32,0
O=C(NCc1ccccn1)c1c(O)c2cccc3c2n(c1=O)CCC3,26,-4
O=C(NC1CCCCCC1)C(=O)c1c[nH]c2ccccc12,1,-2
CC(C)CCN1C(=O)C(C)(C)COc2ccc(NS(C)(=O)=O)cc21,4,-30
O=C(CN1CCN(CC(=O)c2ccc(F)cc2)CC1)Nc1ccccc1Cl,8,-3
COc1ccc(/C=C2\C=C(c3ccc(OC)c(OC)c3)OC2=O)cc1OC,14,-13
COc1ccc(C2=C/C(=C\c3ccc4c(c3)OCO4)C(=O)O2)c(OC)c1,0,7
CCOc1cccc(C(=O)Nc2ccccc2F)c1,-7,21
O=C(Nc1nccn(-c2ccc(F)cc2)c1=O)c1ccncc1,-4,0
CC(C)(C)OC(=O)N1Cc2[nH]cnc2CC1C(=O)O (stereo not drawn),4,.
COc1cc(/C=C2/NC(=O)N(Cc3ccc(C)cc3)C2=O)ccc1OCc1ccc(C(=O)O)cc1,17,-3
CCCc1[nH]nc2c1C(c1ccccc1)C(C#N)=C(N)O2 (stereo not drawn),3,-6
COc1ccc(C(=O)Nc2ccc(C(N)=O)cc2)cc1I,0,-9
COc1ccc(C=C2Oc3cc(OC(=O)c4ccc([N+](=O)[O-])cc4)ccc3C2=O)cc1OC,-2,0
Cc1ccc(OCC(=O)Nc2cccc([N+](=O)[O-])c2)c(Br)c1,-1,5
COc1ccc(C(=O)NCCNc2ccc([N+](=O)[O-])cn2)cc1,-6,3
COc1cc(C=O)ccc1OCCOc1ccc(Cl)cc1Cl,-3,-8
COc1ccccc1-c1nnc(Sc2nc3ccc(Cl)cc3s2)n1-c1ccccc1,.,-13
COCCN1CCC(CNC(=O)C(=O)Nc2cccc(SC)c2)CC1,-10,-5
CCCOc1ccc(C(=O)N2CCCCC2CCN2CCOCC2)cc1 (stereo not drawn),7,-12
Brc1ccc2nc(SCCOc3ccccc3)[nH]c2c1,-39,-1
COc1cccc(NC(=O)CCN2CCN(c3ccccc3)CC2)c1,6,-2
O=C(c1cn2ccnc(-c3ccccc3)c2n1)N1CCN(C2CCCCC2)CC1,-3,0

# The list goes on.
SMILES,mHTT-CaM PPI inh,Pf apPOL block
N#Cc1c2c(c(NCCN3CCOCC3)n3c1nc1ccccc13)CCCC2,-4,-1
CCC1c2ccc(C)n2CCN1C(=O)Nc1ccc(OC)cc1OC (stereo not drawn),8,-3
O=c1c2sc3ncc([N+](=O)[O-])cc3c2ncn1-c1ccccc1,-6,-6
O=C(O)c1ccc2c(c1)C(=O)N(Nc1ccc([N+](=O)[O-])cc1)C2=O,2,1
O=C(CC1CCCCC1)Nc1c2c(nn1-c1cccc(Cl)c1)CS(=O)C2 (stereo not drawn),13,0
O=c1/c(=C/c2ccc(F)cc2)sc2nc(-c3cccc(Cl)c3)nn12,-4,-2
CCOc1c(I)cc(/C=C2\Sc3ccccc3C2=O)cc1OC,5,-4
CCn1cc(CN2CCC(C(=O)NCc3cccc(OC)c3)CC2)c2cc(Cl)ccc21,26,2
CCOc1cc(-c2c(C#N)c(N)n3c(nc4ccccc43)c2C#N)ccc1OC,35,-3
CCOc1ccc(C(=O)N2CCCC2c2nc(-c3ccc(F)cc3F)no2)cc1 (stereo not drawn),-5,2
COc1cc(CN2CCCCC2)cc(OC)c1OC,-1,2
CCOC(=O)c1ccc2nc(C(F)(F)F)cc(N3CC(C)CC(C)C3)c2c1 (stereo not drawn),.,5

# Bioassay records: PubChem, University of Kansas High Throughput Screening Laboratory
